Source: PubChem BioAssay
GDH-TPI counter – GDH-TPI coupled enzyme inhibition counter-screen | GDH-TPI coupled enzyme counterscreen, NADH absorbance | actives 1.2% (n = 360,000) | AID 588335 | inhibition, % at 4.8 µM; in the data active = inhibition above about 30%;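 also: 0% = DMSO wells and 100% = wells lacking the enzyme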
PriA SSB inh – K. pneumoniae PriA-SSBct interaction inhibition; AID 1272365; actives 0.6% (n = 430,000); inhibition, % at 33 µM; AlphaScreen SSBct-PriA binding, biotinylated peptide; in the data active = inhibition mostly above about 37%, no sharp cut-off; inactive = mostly below about 20%;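 also: plate controls were negative control peptide for no effect and reference peptide for full effect; strong numbers were not always called active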
VHR inh abs – inhibitors of human VHR1 phosphatase (DUSP3); AID 1654; inhibition, % at 13.3 µM; actives 0.52% (n = 290,000); P51452; recombinant VHR phosphatase, pNPP absorbance; in the data active = inhibition above about 50%; also: some compounds called inactive have numbers as strong as hits
Target sequence (P51452 whole entry, looked up): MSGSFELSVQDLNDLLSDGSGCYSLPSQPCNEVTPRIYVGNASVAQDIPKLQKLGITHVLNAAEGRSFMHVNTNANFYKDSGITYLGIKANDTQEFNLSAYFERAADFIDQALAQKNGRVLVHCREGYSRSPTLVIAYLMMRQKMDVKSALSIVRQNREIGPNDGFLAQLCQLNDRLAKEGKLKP
Vc quorum ag – induces V. cholerae light production without autoinducers; V. cholerae BH1578 lux reporter, luminescence, 6 h; activation, % at 18.7 µM; actives 0.16% (n = 350,000); in the data active = activation mostly above about 9.7%, no sharp cut-off; also: not every result past the cut was called active; inactives centre near 0; reference of the scale not given here
MazF activator – MazEF (E. coli) toxin RNase activation; P0AE70; FAM/BHQ RNA-DNA oligo cleavage fluorescence, 5 h; activation, % at 20 µM; actives 0.32% (n = 350,000); in the data active = activation above about 50%
Target sequence (P0AE70 whole entry, looked up): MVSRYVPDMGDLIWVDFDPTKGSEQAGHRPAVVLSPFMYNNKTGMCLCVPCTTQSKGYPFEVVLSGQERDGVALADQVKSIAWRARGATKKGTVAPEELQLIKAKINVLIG
Rv3671c inh – inhibits the M. tuberculosis serine protease Rv3671c. inhibition, % at 5.96 µM. actives 0.048% (n = 320,000); in the data active = inhibition above about 38%;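 also: extracellular domain of Rv3671c used as enzyme; 0% = enzyme with DMSO and 100% = no enzyme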
Target sequence (P9WHR9 whole entry, looked up, the tested form may be a part): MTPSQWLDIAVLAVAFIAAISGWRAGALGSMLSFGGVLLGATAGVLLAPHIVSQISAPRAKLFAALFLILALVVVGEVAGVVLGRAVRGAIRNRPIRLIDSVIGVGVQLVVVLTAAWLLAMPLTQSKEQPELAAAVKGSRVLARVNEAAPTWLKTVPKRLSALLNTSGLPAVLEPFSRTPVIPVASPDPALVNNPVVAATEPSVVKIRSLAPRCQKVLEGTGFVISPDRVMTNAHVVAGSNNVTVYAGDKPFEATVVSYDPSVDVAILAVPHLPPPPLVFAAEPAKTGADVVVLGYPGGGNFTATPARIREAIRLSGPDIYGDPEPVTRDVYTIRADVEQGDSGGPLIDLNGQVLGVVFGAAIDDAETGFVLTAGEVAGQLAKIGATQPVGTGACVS
SARS 3CLpro inh – SARS-CoV 3CLpro protease inhibition | P0C6X7 | recombinant SARS-CoV 3CLpro, quenched FRET peptide cleavage | inhibition, % at 6 µM | actives 0.14% (n = 290,000) | AID 1706; in the data active = inhibition above about 12%
BioA inh – inhibitors of Mycobacterium tuberculosis BioA enzyme. purified M. tuberculosis BioA enzyme, plate reader. inhibition, % at 9.99 µM. actives 0.096% (n = 360,000). AID 602481; in the data active = inhibition above about 40%
Mtb UGM inh – Mtb UDP-galactopyranose mutase inhibition; P9WIQ1; purified UGM, fluorescence polarization probe displacement; inhibition, % at 10 µM; actives 0.06% (n = 320,000); in the data active = inhibition above about 10%, passing the limit was not always enough
FBA Mtb inh – inhibits M. tuberculosis FBA enzyme; actives 2.3% (n = 360,000); inhibition, % at 1 µM; P9WQA3; purified M. tuberculosis FBA, fluorescence read-out; in the data active = inhibition above about 27%;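 also: 0% = vehicle and 100% = reference inhibitor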
Target sequence (P9WQA3 whole entry, looked up): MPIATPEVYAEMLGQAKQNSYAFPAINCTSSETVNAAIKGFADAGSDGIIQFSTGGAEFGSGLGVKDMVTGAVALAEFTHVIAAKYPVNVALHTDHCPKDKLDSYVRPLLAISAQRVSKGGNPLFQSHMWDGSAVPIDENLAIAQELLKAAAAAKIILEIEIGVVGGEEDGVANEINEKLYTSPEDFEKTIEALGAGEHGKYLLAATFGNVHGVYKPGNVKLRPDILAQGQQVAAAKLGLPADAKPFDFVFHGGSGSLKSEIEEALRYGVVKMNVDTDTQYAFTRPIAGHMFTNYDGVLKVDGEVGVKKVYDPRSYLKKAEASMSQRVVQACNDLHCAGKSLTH
An asterisk follows results filed as active; i = inactive; x = no result given; + = active, no number. The list is partial; rates above refer to the full screens.

Every second line gives: GDH-TPI counter	PriA SSB inh	VHR inh abs	Vc quorum ag	MazF activator	Rv3671c inh	SARS 3CLpro inh	BioA inh	Mtb UGM inh	FBA Mtb inh
Cc1ccc(NS(=O)(=O)c2ccc3c(c2)N(C)CCO3)cc1
    -1	19	-1	-5.6	6	3	10	0.5	-1.9	0
COc1cc(NC(=O)COc2ccc(F)cc2)nc(OC)n1
    -2	-15	24	i	2	0	2	x	-0.2	2
CCCn1c(=O)n(C)c(=O)c2c(SC(C)C(=O)NCC3CCCO3)nc(CC(C)C)nc21 (centres undefined)
    7	8	x	i	2	-4	x	-0.3	3.1	-2
CCN(CC(=O)Nc1c(F)cccc1F)C(=O)c1ccc(C2SCCS2)cc1
    -4	-12	x	3.8	-8	-16	x	-0.1	0.8	1
COc1ccc(/C(C)=N/Nc2nc3ccccc3nc2C)cc1
    -2	x	2	-0.9	-6	4	2	x	-0.5	3
Cc1cc(C)c2c(n1)nn1c(NCCCN(C)C)cc(C)nc21
    5	-15	48	-0.3	7	-6	0	0.3	0.4	+
CN(C(=O)c1ccc2nccnc2c1)C1CCCCC1
    12	-2	25	-0.3	-4	-6	-2	-2.1	-0.5	1
CCOC(=O)C(O)(c1ccc(N)c(OC)c1)C(F)(F)F (centres undefined)
    1	5	24	i	1	-2	-4	x	3.4	-3
COc1ccc(CNC(=O)C2=C(C)C(=O)OC23CCC(C)CC3)cc1 (centres undefined)
    0	-1	-20	-0.4	5	7	7	-0.6	-2.6	-1
COc1ccc(-n2c(O)c(C(C)=NCc3ccco3)c(=O)[nH]c2=O)cc1
    6	-5	-9	-0.3	3	6	4	x	-0.3	0

Random excerpt: five compounds from above.
Every second line gives: GDH-TPI counter	PriA SSB inh	VHR inh abs	Vc quorum ag	MazF activator	Rv3671c inh	SARS 3CLpro inh	BioA inh	Mtb UGM inh	FBA Mtb inh
COc1cc(NC(=O)COc2ccc(F)cc2)nc(OC)n1
    -2	-15	24	i	2	0	2	x	-0.2	2
CCCn1c(=O)n(C)c(=O)c2c(SC(C)C(=O)NCC3CCCO3)nc(CC(C)C)nc21 (centres undefined)
    7	8	x	i	2	-4	x	-0.3	3.1	-2
CN(C(=O)c1ccc2nccnc2c1)C1CCCCC1
    12	-2	25	-0.3	-4	-6	-2	-2.1	-0.5	1
COc1ccc(CNC(=O)C2=C(C)C(=O)OC23CCC(C)CC3)cc1 (centres undefined)
    0	-1	-20	-0.4	5	7	7	-0.6	-2.6	-1
Cc1cc(C)c2c(n1)nn1c(NCCCN(C)C)cc(C)nc21
    5	-15	48	-0.3	7	-6	0	0.3	0.4	+

Other entries
Every second line gives: GDH-TPI counter	PriA SSB inh	VHR inh abs	Vc quorum ag	MazF activator	Rv3671c inh	SARS 3CLpro inh	BioA inh	Mtb UGM inh	FBA Mtb inh
CCCCC(=O)N(C)c1c(C)nc2ccc(C(=O)N(C)CCN(C)C)cn12
    1	x	x	-0.5	x	x	x	-0.1	x	2
C/C(=N/O)c1c(O)c(C)c(-c2ccccc2)n(-c2ccccc2)c1=O
    16	x	-10	-0.4	6	-6	1	-1.2	-2.2	1
CC1ON=C(c2cccc3ccccc23)N(C)C1=O (centres undefined)
    -2	x	x	-0.4	x	x	x	-1.5	x	2
O=[N+]([O-])/C=C1\CCCCCN1
    10	6	13	-0.3	2	-1	1	0.2	-2.3	1
CC1=NN(c2ccc(C(=O)OC(C)C)cc2)C(=O)/C1=C\C=C\c1ccco1
    8	-13	9	-3.0	-9	5	-5	-1.9	1.4	-2
COc1ccc(C2=NN(C(=O)CSc3ncccn3)C(c3ccc(C)cc3)C2)cc1 (centres undefined)
    4	5	-12	-0.3	-7	-7	3	x	-0.7	5
CN1CCc2c(sc(N)c2C(=O)c2ccc(Cl)cc2)C1
    6	5	-2	-0.1	-22	-10	-3	0.8	-1.6	3
CCOc1ncccc1C(=O)N(CC)CC(=O)Nc1ccc(NC(C)=O)cc1
    7	4	1	-0.2	9	-7	-2	0.7	-2.3	0
CCN(C(=O)Cn1cnc2c1c(=O)n(C)c(=O)n2C)C1CCCCC1
    4	1	x	i	5	8	x	-1.7	-2.2	3
Cc1cccc(OCC(=O)N(Cc2ccco2)c2c(N)n(Cc3ccccc3)c(=O)[nH]c2=O)c1
    1	-7	x	-0.3	-7	-2	x	0.0	-2.0	1
O=C1CCC(C(=O)Nc2cccc(Oc3ccccc3)c2)=NN1
    1	-6	14	i	3	-10	2	-0.8	2.7	-1
Cc1nc(CC(C)C)cc(C(=O)N2CCCC(Nc3ccc(C)c(C)c3)C2)n1 (centres undefined)
    -10	1	10	i	4	4	-1	-1.1	0.8	1
Nc1n[nH]c(-c2ccc(Br)cc2)c1Cl
    11	-17	-6	-0.1	-4	0	0	x	1.3	1
CS(=O)(=O)c1ccc(Cl)c(NC(=O)COC(=O)C23CC4CC(CC(C4)C2)C3)c1
    4	5	x	i	7	-2	x	-1.3	x	-1
c1ccc(CO/N=C(\c2ccc(C3CC3)nc2)C2CC2)cc1
    1	x	17	-0.6	-5	3	0	-0.5	0.9	-2
Cc1occc1C(=O)Nc1ccc(S(=O)(=O)N2CCCC2)cc1
    -2	2	10	-1.0	5	7	7	-1.1	-1.7	1
CC(CN1c2ccccc2Sc2ccccc21)N(C)C (centres undefined)
    4	17	-22	i	6	-2	2	0.5	3.6	-1
CCC(CC)C(=O)N(C)c1c(C)nc2c(OCc3ccc(C(F)(F)F)cc3)cccn12
    0	x	x	-0.2	x	x	x	8.4	x	-1
O=C(CCNC(=O)C1CCN(S(=O)(=O)c2ccc(F)cc2)CC1)NCc1cccc(Cl)c1
    9	-13	2	i	-2	-4	-1	-1.4	1.4	1
O=C1N/C(=C\c2ccccc2)c2ccccc21
    30	-18	8	i	-3	-1	-5	-1.7	-3.1	2
COc1ccc(C(=O)N2CCC(C(=O)NCc3ccccn3)CC2)cc1
    -8	-10	18	i	1	4	0	-0.6	3.1	0
CN1CCN(c2c(F)cc([N+](=O)[O-])c(N)c2Br)CC1
    13	-4	15	-0.1	15	-6	5	x	-0.1	-12
CC(C)(C)c1ccc2c(c1)N(CC(=O)N1CCCC1)C(=O)CO2
    4	-18	43	i	12	-3	-1	-1.4	-3.5	2
CCOc1nc(Oc2cccc(C(=O)O)c2)nc(Oc2cccc(C(=O)O)c2)n1
    -3	-3	18	-0.5	4	4	-4	0.0	1.5	0
CCOc1ccccc1CN1CCCC(C(=O)c2cc(F)ccc2F)C1 (centres undefined)
    9	-3	49	-0.3	-5	12	-4	-0.9	2.1	2
COCC(C)n1c(SCC(=O)NC(=O)Nc2ccc3c(c2)OCCO3)nc2ccccc2c1=O (centres undefined)
    8	7	-11	i	-10	1	2	-0.2	-2.1	-2
N#CCCN(Cc1cccnc1)C(=S)NC(=O)c1ccco1
    -1	-3	-21	-0.1	9	-5	1	x	-3.1	-2
Cc1c(NC(=O)CSc2n[nH]c(-c3ccccc3)n2)c(=O)n(-c2ccccc2)n1C
    -3	-6	-2	-4.2	11	0	1	-0.6	-3.0	-2
CC(C)CN(CCCNC(=O)CN1C(=O)COc2ccc(S(=O)(=O)N3CCOCC3)cc21)CC(C)C
    0	3	35	0.9	-2	0	1	x	-0.8	-3
COc1ccc(C2C(C(N)=O)=C(C)Nc3nc(CCCO)nn32)cc1 (centres undefined)
    -3	0	10	-7.7	1	-9	-1	-2.3	2.0	1
N=c1ccn(Cc2c(Cl)cccc2Cl)cc1
    3	-3	21	-0.3	11	-3	-3	x	0.3	0
Cc1cc(C)cc(NC(=O)c2cc(Cl)sc2Cl)c1
    2	-2	-2	i	1	9	5	x	1.1	-5
CC(C)C[C@@H](CNCC(=O)[C@H](Cc1c[nH]c2ccccc12)NC(=O)c1[nH]cnc1C(=O)N[C@@H](C)CN)NC(=O)c1nc[nH]c1C(=O)N[C@@H](C)C(=O)O
    1	4	x	-0.7	8	x	x	-0.5	x	3
CCOC(=O)c1c(NC(=O)CNCCOC)sc2c1CCCC2
    4	-5	-4	0.7	-1	-3	1	1.0	1.2	6
CCOc1cccc(-c2c(C(=O)N/N=C(\C)c3ccccn3)nnn2-c2nonc2N)c1
    13	x	6	-1.0	4	3	1	-1.1	-2.1	8
CC1=NNC(=O)C1Oc1ccccc1 (centres undefined)
    6	-13	13	0.2	1	-5	0	x	-0.7	0
O=C(/C=C/c1ccc2c(c1)OCO2)Nc1nc(-c2ccccc2)cs1
    46*	-11	24	i	-6	-103	6	-1.1	-4.5	3
CC1([N+](=O)[O-])COP(=O)(Nc2ccccc2F)OC1 (centres undefined)
    -3	-4	x	1.1	19	x	x	x	x	1
CC(=NC1CCCCC1)c1ccc(O)cc1O
    24	x	x	-4.0	5	x	x	1.0	x	-6
COc1ccccc1N1C(=O)N(CC(=O)C(C)(C)C)c2ccccc2S1(=O)=O
    -5	2	-16	-1.9	6	-4	2	-0.5	-1.9	0
CCC(C)c1ccc(OCC(=O)NNC(=O)C2CCCCC2)cc1 (centres undefined)
    7	-5	1	-0.7	3	-9	3	-1.0	-3.7	-1
O=S(=O)(c1ccc(F)cc1)c1nc(-c2ccccc2F)oc1N1CCCCC1
    4	8	19	i	-6	2	6	x	3.0	0
CCn1c(Cc2c(C)[nH]c3ccccc23)n[nH]c1=S
    2	-11	-11	-0.3	9	0	2	0.1	-1.6	2
CCCn1nc(C(=O)Nc2cc(OCC)c(N3CCOCC3)cc2OCC)c2ccccc2c1=O
    5	7	x	-3.1	22	x	x	0.2	x	-2
O=C(Nc1ccc(F)cc1)N1CCCN(c2ccc(C(F)(F)F)cn2)CC1
    7	-8	28	-0.7	-3	7	-7	2.7	-2.3	5
CCOC(=O)C1(CC)CC(CSc2nc3ccccc3[nH]2)OC1=O (centres undefined)
    2	-19	8	i	-5	-6	-2	1.4	0.4	3
O=C(Nc1ccc([N+](=O)[O-])c(NC(=O)C2CCCO2)c1)C1CCCO1 (centres undefined)
    13	-6	8	-0.3	-4	-5	0	x	-0.4	2
O=c1c2ccccc2nc(-c2ccc(Cl)c(Cl)c2)n1O
    1	4	29	0.6	0	-4	2	-0.8	-3.2	4
Cc1cc(Nc2cc(F)ccc2C)n2ncnc2n1
    12	-2	-2	0.5	9	-1	1	-0.6	0.5	2
O=S1(=O)CCOCCCN1Cc1ccccc1F
    14	3	24	-2.2	2	-7	5	-2.1	1.2	2

Going on with the list:
Every second line gives: GDH-TPI counter	PriA SSB inh	VHR inh abs	Vc quorum ag	MazF activator	Rv3671c inh	SARS 3CLpro inh	BioA inh	Mtb UGM inh	FBA Mtb inh
COc1ccc(OC)c(C(=O)c2ccc(Cl)cc2)c1
    -2	-40	18	-0.5	-5	2	1	x	0.1	1
COc1ccc(CNC(=O)CNC(=O)N2CC(=O)Nc3ccccc32)cc1
    -7	6	6	i	1	7	4	-0.2	2.8	0
O=C1c2cccc3c([N+](=O)[O-])ccc(c23)C(=O)N1c1ccc(Cl)cn1
    7	-9	19	i	-19	-1	2	2.1	-0.6	-2
CCc1ccc(C2c3[nH]c4ccccc4c3CCN2C(=O)c2cc(C)nn2C)cc1 (centres undefined)
    2	18	12	x	1	-5	6	x	-0.6	0
Cc1cccc(Cn2c(C)nc3ccc([N+](=O)[O-])cc3c2=O)c1
    20	11	-23	i	10	0	5	0.5	1.6	6
CNC(=S)NNc1nc(-c2ccccc2)c2cc(Cl)ccc2n1
    3	-5	x	-0.5	9	7	x	1.3	4.0	-1
Cc1csc(SCC(=O)N(C)CC(=O)Nc2ccccc2Cl)n1
    1	-19	x	2.6	-4	-2	x	x	-0.8	-1
COc1ccc(NC2CC(=O)N(c3cccc([N+](=O)[O-])c3)C2=O)cc1 (centres undefined)
    -3	7	2	i	4	-1	4	x	-0.2	1
O=C(O)CCCN=C1NC2(CCCC2)Cc2ccccc21
    -5	-18	9	i	0	2	-2	0.0	0.3	-1
O=C(NCCc1c[nH]c2ccccc12)c1cc(Cl)c2c(c1)OCO2
    -3	-9	8	-0.2	9	1	7	-0.4	-1.2	1
